PAD4 FP inh – human PAD4 inhibitors, primary screen, biochemical, fluorescence polarization, 1536-well format. Protein-arginine deiminase type-4 (Homo sapiens), Q9UM07. recombinant PAD4, RCA probe fluorescence polarization. inhibition, % at 6.36 µM. 330,000 compounds, 0.41% hits;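 active means percent inhibition above a cutoff equal to the mean of all tested compounds plus 3 SD, cut at about 15% in these data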;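 further: 0% = PAD4 with RCA probe and DMSO and 100% = probe without PAD4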
LYPLA2 counter – LYPLA2 inhibitors, primary screen, counter-screen for PME1 inhibitor project, biochemical, fluorescence polarization, FP-Rh probe ABPP; inhibition, % at 5.9 µM; recombinant LYPLA2; Acyl-protein thioesterase 2 (Homo sapiens), O95372; 320,000 compounds, 0.38% hits; AID 2177, 2009;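 active means inhibition above the screen-wide mean plus 3 SD, limit set per campaign, cut at about 26% in these data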;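 further: 0% = LYPLA2 with DMSO and 100% = wells lacking LYPLA2 enzyme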
Target sequence (O95372 whole entry, looked up): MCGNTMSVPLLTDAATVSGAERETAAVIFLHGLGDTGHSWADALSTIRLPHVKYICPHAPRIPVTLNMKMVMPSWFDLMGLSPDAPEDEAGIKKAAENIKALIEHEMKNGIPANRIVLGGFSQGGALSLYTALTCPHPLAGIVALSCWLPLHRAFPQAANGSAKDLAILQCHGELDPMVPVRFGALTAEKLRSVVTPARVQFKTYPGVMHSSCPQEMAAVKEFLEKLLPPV
GSTO1 counter – inhibitors of recombinant GSTO1, primary screen, counter-screen for RBBP9 inhibitor project, biochemical, fluorescence polarization; AID 1974, 2009; activity-based probe fluorescence polarization; 300,000 compounds, 1.1% hits; Glutathione S-transferase omega-1 (Homo sapiens), P78417; inhibition, % at 5.96 µM;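 active means inhibition above the campaign mean inhibition plus 3 SD, cut at about 35% in these data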;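 further: 0% = GSTO1-1 with DMSO and 100% = wells lacking GSTO1-1 enzyme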
PAFAH1B2 FP inh – PAFAH1B2 enzyme inhibitors, primary screen, biochemical, fluorescence polarization, human. Platelet-activating factor acetylhydrolase IB subunit alpha2 (Homo sapiens), P68402. recombinant PAFAH1B2, FP-rhodamine activity probe. inhibition, % at 3.39 µM. 340,000 compounds, 1.2% hits. AID 492953, 2010;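 active means inhibition above the mean of all tested compounds plus 3 SD, cut at about 24% in these data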;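 further: 0% = enzyme with DMSO and 100% = wells lacking PAFAH1B2; many of its hits are not listed in these tables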
pPAFAH FP inh – pPAFAH enzyme inhibitors, primary screen, biochemical, fluorescence polarization, human | Platelet-activating factor acetylhydrolase (Homo sapiens), Q13093 | recombinant pPAFAH, FP-rhodamine probe fluorescence polarization | inhibition, % at 3.39 µM | 330,000 compounds, 1.5% hits;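 active means inhibition above the mean inhibition across the screen plus 3 SD, cut at about 25% in these data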;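 further: inhibitors block binding of the rhodamine activity-based probe so polarization drops; 0% = enzyme with DMSO and 100% = wells lacking pPAFAH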
Target sequence (Q13093 whole entry, looked up): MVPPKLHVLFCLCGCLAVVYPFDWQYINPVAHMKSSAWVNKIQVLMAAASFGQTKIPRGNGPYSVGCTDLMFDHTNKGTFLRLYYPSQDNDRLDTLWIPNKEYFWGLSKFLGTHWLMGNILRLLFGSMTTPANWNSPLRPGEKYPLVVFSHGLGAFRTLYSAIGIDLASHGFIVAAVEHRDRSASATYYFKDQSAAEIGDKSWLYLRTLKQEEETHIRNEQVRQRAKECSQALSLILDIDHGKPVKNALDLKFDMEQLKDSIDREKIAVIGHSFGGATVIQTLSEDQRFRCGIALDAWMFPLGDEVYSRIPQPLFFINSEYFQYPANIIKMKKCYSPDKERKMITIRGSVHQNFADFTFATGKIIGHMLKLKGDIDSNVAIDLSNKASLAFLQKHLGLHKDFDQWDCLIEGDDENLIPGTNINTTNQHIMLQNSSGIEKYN
PAFAH1B3 FP inh – PAFAH1B3 enzyme inhibitors, primary screen, biochemical, fluorescence polarization, human; recombinant PAFAH1B3, FP-rhodamine probe; 340,000 compounds, 0.28% hits; inhibition, % at 3.39 µM; Platelet-activating factor acetylhydrolase IB subunit alpha1 (Homo sapiens), Q15102;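 active means inhibition above the screen-wide average of all tested compounds plus 3 SD, cut at about 25% in these data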;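 further: 0% = enzyme with DMSO only and 100% = wells lacking PAFAH1B3 protein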
Target sequence (Q15102 whole entry, looked up): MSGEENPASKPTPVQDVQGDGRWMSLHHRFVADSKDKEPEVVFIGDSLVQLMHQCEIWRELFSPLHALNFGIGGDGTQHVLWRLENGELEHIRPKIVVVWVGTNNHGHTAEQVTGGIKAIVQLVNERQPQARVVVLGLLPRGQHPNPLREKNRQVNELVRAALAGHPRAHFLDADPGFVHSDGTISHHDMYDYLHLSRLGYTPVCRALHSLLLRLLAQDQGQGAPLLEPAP
PREPL inh – PREPL enzyme inhibitors, primary screen, biochemical, fluorescence polarization | inhibition, % at 5.96 µM | recombinant PREPL, fluorescence polarization activity-based probe | AID 2751, 2010 | 320,000 compounds, 0.68% hits | Prolyl endopeptidase-like (Homo sapiens), Q4J6C6; in the data active means inhibition above about 43%;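 further: 0% = enzyme with DMSO and 100% = wells lacking enzyme; many of its hits are not listed in these tables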
PAFAH2 inh – PAFAH2 enzyme inhibitors, primary screen, biochemical, fluorescence polarization, human. Platelet-activating factor acetylhydrolase 2, cytoplasmic (Homo sapiens), Q99487. inhibition, % at 3.39 µM. recombinant PAFAH2, FP-rhodamine activity probe. 340,000 compounds, 0.99% hits;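 active means inhibition above the mean over all tested compounds plus 3 SD, cut at about 30% in these data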;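 further: inhibitors block probe labeling of enzyme so polarization drops; 0% = enzyme with DMSO and 100% = wells lacking PAFAH2 protein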
LYPLA1 counter – LYPLA1 inhibitors, primary screen, counter-screen for PME1 inhibitor project, biochemical, fluorescence polarization, FP-Rh probe ABPP. Acyl-protein thioesterase 1 (Homo sapiens), O75608. inhibition, % at 5.9 µM. recombinant LYPLA1. 320,000 compounds, 0.16% hits;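 active means inhibition above the mean of all tested compounds plus 3 SD, set per campaign, cut at about 14% in these data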;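 further: inhibitors block serine hydrolase probe labeling of LYPLA1 so polarization falls; 0% = enzyme with DMSO and 100% = wells lacking LYPLA1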
* marks the source's active call; other numbers are inactive results; . = no result given; & = joins results of further samples.

Fields – PAD4 FP inh, LYPLA2 counter, GSTO1 counter, PAFAH1B2 FP inh, pPAFAH FP inh, PAFAH1B3 FP inh, PREPL inh, PAFAH2 inh, LYPLA1 counter
CC(C)C(=O)NC(=S)Nc1ccccn1
 : 3, 6, -1, 1, 2, 7, 11, -3, 3
CC(C)OC(=O)CSc1nc2cccnc2n1C1CCCCC1
 : -3, -2, -13, 4, -6, 7, 8, 4, -1
CC(C)Nc1nc(SC(C)C(=O)Nc2ccccc2)nc(N(C)C)n1 (configuration not stated)
 : -5, 2, 1, -1, -4, -3, 7, 11, 1
Cc1ccn(-c2ccc([N+](=O)[O-])cc2)n1
 : 2, 3, -4, 3, 3, -1, -4, -1, 1
COCCNC(=O)c1cccc2c1-c1ccccc1C2=O
 : -1, 7, 2, 5, 3, 5, 7, 2, 4
CCOC(=O)Cc1nnc(NC(=O)CSc2nnc3c(n2)[nH]c2ccccc23)s1
 : 22*, -2, 11, -3, 4, 7, -10, 13, -4
Cc1ccnc(NC(=O)/C=C/c2ccccc2Cl)c1
 : 2, -5, -5, 1, 4, -6, 0, 2, -8
Cn1c(SCC(=O)Nc2ccc(Cl)cn2)nnc1C1CC1
 : -1, -1, 5, 1, 3, 4, -7, 7, 3
O=C(NC12CC3CC(CC(C3)C1)C2)c1ccc([N+](=O)[O-])cc1
 : 1, 1, 0, 9, 5, 1, -5, 2, -2
Cc1ccc(C(=O)NC(=S)N2CCN(c3ccc([N+](=O)[O-])cc3)CC2)cc1
 : -5, 4, 4, 1, 2, 3, -6, -6, -4
O=S1(=O)CCOC[C@H](CC2CCCCC2)N1Cc1cccc(C(F)(F)F)c1
 : -5, 1, 3, 16, 1, 1, -1, 4, -2
COc1ccc(CCNCC2C(Oc3ccc(Cl)cc3)C(=O)N2c2ccccc2C)cc1OC (configuration not stated)
 : 0, -1, 3, -4, 3, -6, 17, -3, -2
COc1ccccc1NC(=O)COC(=O)/C=C/c1cccs1
 : -1, ., ., 4, -4, 8, 1, 31*, .
N/N=C(/Cc1nc2ccccc2[nH]1)c1ccc([N+](=O)[O-])cc1
 : -4, -5, 15, 9, -1, -2, 26, 3, -4
COc1ccc(OC)c(NC(=O)N2CCCC(C)C2)c1 (configuration not stated)
 : 2, 2, -1, 7, 5, 2, 2, 5, -1
CC(O)(C#CCN1CCCCCC1)c1ccccc1 (configuration not stated)
 : 0, 7, 9, ., 1, ., 6, ., 4
CC1CN(c2nc3ccccn3c(=O)c2C=O)CC(C)O1 (configuration not stated)
 : -3, -3, 11, 4, 4, 2, 5, 8, -2
CSc1cccc(NC(=O)COC(=O)C2(c3ccccc3)CC2)c1
 : 0, ., ., 11, 6, 3, 6, 15, .
Cc1cc(C)c2oc(C(=O)Nc3ccc(S(=O)(=O)N4CCC(C)CC4)cc3)cc(=O)c2c1
 : -2, 1, 2, 4, -4, 1, -5, -5, -3
O=C(c1ccc(Sc2cccc(Cl)c2)c([N+](=O)[O-])c1)N1CCN(c2ccccn2)CC1
 : -1, 9, 0, 4, -1, 6, 21, 7, 2
COC(=O)c1c(-c2ccco2)csc1NC(=O)C1CC=CCC1C(=O)O (configuration not stated)
 : -2, -9, -5, -1, 4, 4, -12, 6, -4
CCOC(=O)c1sc(NC(=O)c2ccc(OC(C)=O)cc2)nc1C
 : 1, 0, -7, 0, 5, 4, -21, -3, -3
O=C(Nc1ccc(C(F)(F)F)cc1[N+](=O)[O-])O[C@H]1[C@H](Cc2ccccc2)NS(=O)(=O)[C@H]2C[C@@H]3C=C[C@]12O3
 : 5, 3, ., 2, 0, 16, -6, 1, -2
CS(=O)(=O)N(CC(=O)NCCSCc1cccc(Cl)c1)c1ccc2c(c1)OCO2
 : -1, 2, 5, 8, -1, 8, 3, 0, 0
CC(=O)OC(Cn1nc(C)cc1C)c1ccccc1 (configuration not stated)
 : 2, 10, -3, 1, 4, 6, 2, 11, -4
CCC(=O)Nc1ccc(Br)cn1
 : 1, 0, 8, 6, -2, 8, 17, 7, -1
O=C(N/N=C/c1cc2cc3c(cc2nc1Cl)OCCO3)c1ccccc1O
 : 0, 6, -9, 2, 6, 16, -2, -1, -5
CC1CCCN(c2nc3c(c(=O)n(C)c(=O)n3C)n2Cc2ccccc2)C1 (configuration not stated)
 : -5, 5, 7, 3, 3, 1, 33, -6, -4
COc1ccc(S(=O)(=O)NCCN2CCNC2=O)cc1OC
 : -2, -5, 7, ., -1, ., -3, ., 1
Cc1ccc(Nc2cnn(C34CC5CC(CC(CC(=O)O)(C5)C3)C4)c(=O)c2Cl)cc1C
 : -4, -1, -1, 1, 8, 7, 8, 9, 2

New compounds follow:
Fields – PAD4 FP inh, LYPLA2 counter, GSTO1 counter, PAFAH1B2 FP inh, pPAFAH FP inh, PAFAH1B3 FP inh, PREPL inh, PAFAH2 inh, LYPLA1 counter
Cc1cccc(C(=O)Nc2ccc(C(=O)N/N=C/c3ccco3)cc2)c1
 : -4, -8, 1, 5, 3, 13, -5, 12, -5
O=C1Nc2ccc(Br)cc2/C1=N/N=C/C1=C(N2CCOCC2)C(=C\c2ccccc2)/CC1
 : -2, 8, -3, 1, 5, 1, 5, 3, -1
Cn1ccnc1-c1ccc(-c2nccn2C)cc1
 : 1, 2, 9, 3, 4, 2, -8, 4, -2
CC(=O)N/C(=C\c1ccccc1)C(=O)OCC(=O)c1ccc(F)cc1
 : 4, -1, 5, -4, 1, 5, -9, 6, 1
CC(=S)c1c(C)cc2cc(C)ccn12
 : -8, -3, -1, 4, -3, 10, 11, 9, 2
CCOC(=O)c1nnn(-c2nonc2N)c1-c1cccs1
 : 4, 2, 4, 3, -1, -5, -5, 5, 1
Cc1onc(-c2ccccc2)c1C(=O)Nc1ccccc1C#N
 : -2, -3, 1, 4&-2, 1, 11&4, -2, 5&3, 3
CC1(C)C2CC[C@]1(C)C(=O)N(CCCCN1CCN(c3ccccn3)CC1)C2=O
 : -4, -6, -2, 4, -7, 10, 2, 1, 2
Cc1nn(Cc2ccccc2)c(C)c1/C=N/NC(=O)c1ccccc1O
 : -2, 0, 4, 4, 4, 5, -8, 0, -1
CCCCNC(=S)N1CCN(Cc2ccc3c(c2)OCO3)CC1
 : -6, -2, 5, 2, 4, 6, -2, 11, 0
Cc1nc(SC(C)C)[nH]c(=O)c1Cc1ccccc1
 : 2, 7, -6, 4, 0, 5, 13, 2, 2
O=C(CN(Cc1ccccc1)C(=O)c1cc2c(s1)CCC2)NCc1cccs1
 : -2, -1, 1, 0, 0, -6, 4, 3, -2
CCC(=O)N1C(C(=O)O)CSC1c1ccc(OC)cc1 (configuration not stated)
 : 7, 3, 9, 8, 5, 8, 1, 7, 1
Cc1ccc(OCC(=O)NNC(=O)c2ccc(NC(=O)C3CC3)cc2)c(C)c1
 : -2, -1, -3, 1, -1, 3, -4, -2, 0
CCCS(=O)(=O)N1CCCC(C(=O)NCCc2cccc(C)c2)C1 (configuration not stated)
 : 0, 1, -4, 2, 4, 11, 10, -4, 1
O=C(CN(CCO)c1ccccc1)NC12CC3CC(CC(C3)C1)C2
 : -3, 2, 5, 15, -2, 5, 3, 0, 2
CN1CCC(N(C)C(=O)c2sc3cc(F)ccc3c2Cl)CC1
 : 1, 0, 7, 1, 11, 6, 7, 1, 2
CCOc1ccccc1NC(=O)CCN1CCN(S(=O)(=O)c2ccc(Br)cc2)CC1
 : -4, -2, -2, 21, 2, 6, 5, -2, 0
COc1cc(/C=N/c2oc(-c3ccccc3)cc2C#N)ccc1O
 : -3, -8, 0, -1, -6, -1, 6, -1, -3
COc1ccc(C(=O)C2CCCN(C(=O)c3cccnc3OC)C2)cc1F (configuration not stated)
 : -4, 8, 8, -2, 3, 4, 2, -3, 1
CCOc1cc(/C=C2/SC(=O)N(CC(=O)N3CCc4ccccc4C3)C2=O)ccc1OCC(=O)O
 : 1, 7, -4, -8, -1, 2, -13, -2, 2
COc1ccccc1C(C)NC(=O)c1ccc(S(=O)(=O)NCc2ccco2)cc1 (configuration not stated)
 : 5, ., ., 7, 0, 5, -9, 2, .
CCOC(=O)COc1ccc(C2CC(C)=NN2c2ccccc2)cc1 (configuration not stated)
 : -3, 15, 13, -7, 6, 4, 14, -1, 1
O=C(c1ccc(F)cc1)C1CCN(C(=O)NCc2ccccc2)CC1
 : -4, 0, -2, 4, 2, 3, 4, 8, -4
Nc1nc2n(n1)C1(CCCCC1)C1=C(CCCC1)N2
 : -8, 5, 6, ., 2, ., 13, ., 5
O=C(CC1NCCc2ccccc21)Nc1ccc(Cl)cc1 (configuration not stated)
 : -7, -2, -3, 1, 2, 9, -8, -3, 3
Nc1cc(=O)nc(SCC(=O)N2CCN(c3ccccc3)CC2)n1-c1ccccc1
 : 2, 4, 2, 2, 3, 13, 13, 0, 3
COc1cc(C(=O)OCC(=O)Nc2ccc(S(=O)(=O)N3CCCC3)cc2)cc(OC)c1OC
 : 7, ., ., 3, 12, 9, 10, 0, .
O=C(COc1ccccc1Cl)NCCC1=CCCCC1
 : -1, -4, 0, 6, 7, 1, -5, -3, -4
CN(C)C(CNC(=O)c1ccc(NS(=O)(=O)c2ccc(F)c(F)c2)cc1)c1ccccc1 (configuration not stated)
 : 1, -1, 1, 4, 2, 3, -12, 3, -3

Next part
Fields – PAD4 FP inh, LYPLA2 counter, GSTO1 counter, PAFAH1B2 FP inh, pPAFAH FP inh, PAFAH1B3 FP inh, PREPL inh, PAFAH2 inh, LYPLA1 counter
CCn1c(=O)cc(SCC(=O)Nc2ccc3c(c2)OCCO3)c2ccccc21
 : -10, 4, 3, 4, 5, -3, 4, 1, 4
CCCN(Cc1ccccc1)C(=S)Nc1ccc(OCC)cc1
 : 2, -1, 8, 10, 2, 6, -6, 0, 0
O=C(NCCCN1CCOCC1)c1cnccn1
 : 4, -5, 9, 3, 3, -1, -2, -8, -4
Cn1c(NC(=O)/C=C/c2ccco2)cc(=O)n(C)c1=O
 : 3, -4, 10, 3, 5, -1, 1, 2, -1

Bioassay records: PubChem BioAssay, The Scripps Research Institute Molecular Screening Center

This is a subset; rates above refer to the full screens.
